From PubChem
AID2073: inhibitors of Mint1-CaV2.2 protein interaction, biochemical, HTRF (AID 2073); HTRF protein-protein interaction, Mint1-CaV2.2; higher % means a stronger effect; 290,000 compounds, 0.19% hits; inhibition, % at 20 µM; hits with a dose series show IC50 in µM; in the data active = inhibition mostly above about 51%, no sharp cut-off; note: some results filed as inactive read as strong as hits
LYP phosphatase: PTPN22 lymphoid phosphatase activity blockers – biochemical, fluorescence intensity, uHTS (AID 1779); recombinant LYP phosphatase, fluorescence intensity; higher % means a stronger effect; inhibition, % at 11.5 µM; hits with a dose series show IC50 in µM; 290,000 compounds, 0.054% hits; in the data active = inhibition above about 50%;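 note: plate controls were vehicle with enzyme for no effect and no enzyme for full effect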
SIAH1 antagonists: blockers of Siah-1 interaction with plectin peptide – biochemical, fluorescence polarization, rhodamine-plectin, uHTS, primary screen (AID 1817) | Siah-1 / rhodamine-plectin peptide fluorescence polarization; higher % means a stronger effect | one-dose displacement, % at 20 µM; IC50 in µM for titrated hits | 290,000 compounds, 0.02% hits;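 active = displacement of at least 50% at 20 µM, with a fluorescence ratio check between 0.3 and a set limit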;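 note: plate controls were Siah plus tracer with DMSO for no effect and tracer alone without Siah for full effect; strong numbers were not always called active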
Numbers without * were called inactive. A portion of the library, so the mix of outcomes need not match the whole.

SMILES | AID2073 | LYP phosphatase | SIAH1 antagonists
COc1ccccc1CNC(=O)CCCn1nc(C)c2c(C)n(-c3ccc(C)cc3)nc2c1=O | 2% | -10% | 3%
CCOC(=O)c1c(S(=O)(=O)NCC(=O)Nc2ccccc2)c(C)n(C)c1C | -2% | -14% | 0%
CC(CNC(=O)CN1C(=O)COc2ccc(S(=O)(=O)N3CCCCC3)cc21)c1ccccc1 (configuration not stated) | 1% | -9% | -5%
CCN1CCN(C(=O)c2ccc(Cl)c(S(=O)(=O)N3CCCCC3)c2)CC1 | 7% | -4% | 2%
CN(C)CCCN(C(=O)COc1ccc(Cl)cc1)c1nc2cc3c(cc2s1)OCO3 | 7% | -10% | 3%
Cc1cc(C)c(S(=O)(=O)Nc2nnc(CC(C)C)s2)c(C)c1 | 2% | -9% | -5%
CCOC(=O)N1CCN(S(=O)(=O)c2ccc(OC)cc2)CC1 | 9% | -5% | 2%
Cc1c(-c2csc(N)n2)c2ccccc2n1C | -11% | -3% | 11%
COCC1CCN(C(=O)C2CCC(=O)N(CC3CCCCC3)C2)CC1 (configuration not stated) | -2% | -12% | 2%
CCOc1ccc(-c2c(C(=O)N/N=C/c3cccs3)nnn2-c2nonc2N)cc1 | -2% | -6% | -2%
CC(C)(C)SCCNC(=O)c1ccc(CN2CCc3ccccc3C2)cc1 | 5% | -10% | 2%
CCOc1ccc(CCN2C(=O)c3ccc(C(=O)O)cc3C2=O)cc1OCC | 7% | -4% | 2%
Cn1nc(C(=O)Nc2ccc(Br)cc2)cc1C(=O)Nc1ccc(Br)cc1 | 20% | -9% | 5%
O=C(NNC(=S)Nc1ccccc1Cl)c1ccccc1Br | -23% | -7% | 9%
CS(=O)(=O)N1CCN(C(=O)CSc2ccccc2)CC1 | -2% | -5% | -2%
O=C(NCc1ccccc1F)C1CCCN1S(=O)(=O)c1ccc(Cl)cc1 (configuration not stated) | 9% | -8% | 0%
CCOC(=O)CSc1nnc2c3ccccc3n(C)c2n1 | 1% | -4% | 0%
Cc1ccc(/C=C2/SC(=Nc3ccc(F)cc3)NC2=O)s1 | 6% | -6% | -7%
O=c1[nH]cnc2c1C(c1ccc(Cl)cc1)c1c(nc[nH]c1=O)O2 | 7% | 3% | -4%
Cc1ccccc1CN1CCC(n2nccc2NC(=O)CCOc2ccccc2)CC1 | 4% | -3% | -2%
COc1ccc(C2C(O)C(c3c[nH]c4ccccc34)=NN2C(=O)CCl)cc1 (configuration not stated) | 13% | -2% | -4%
O=C(NCCc1ccc(F)cc1)N[C@@H](Cc1ccccc1)C(=O)O | -12% | 0% | 2%
O=C(NC1CCS(=O)(=O)C1)c1cccs1 (configuration not stated) | 5% | -8% | -2%
COc1ccc(CCNC(=O)CCCCC(=O)NCCc2ccc(OC)cc2)cc1 | 18% | -5% | -4%
O=[N+]([O-])c1cccc(NC(=S)N2CCCC2)c1 | 4% | -10% | 0%
Cc1cccc(NC(=O)c2ccc([N+](=O)[O-])s2)n1 | -10% | -9% | 10%
O=C1C2C3C=CC(C3)C2C(=O)N1c1ccc2ccccc2c1 (configuration not stated) | 5% | -5% | -7%
O=C(COc1ccc2c(-c3ccccc3)cc(=O)oc2c1)NCc1ccccn1 | -3% | -6% | -1%
COc1cccc(S(=O)(=O)NCc2ccc(C(=O)NCc3ccccn3)cc2)c1 | 5% | -9% | -3%
CC(C)c1ccc(OCC(=O)NNC(=S)NC(=O)c2ccco2)c(Br)c1 | -23% | -5% | 1%
CN(C)/C=N/c1nc(-c2ccc3ccccc3c2)cs1 | 1% | 0% | 3%
O=C(CCN1C(=O)/C(=C/c2ccccc2F)SC1=S)NCCCN1CCOCC1 | 0% | -9% | -2%
Cc1cc([N+](=O)[O-])ccc1NC(=O)CN1CCN(Cc2ccccc2)CC1 | -8% | -5% | 10%
CCOc1ccc(NS(=O)(=O)c2ccc(C(=O)N3CCN(C(C)=O)CC3)cc2)cc1 | 10% | -4% | -3%
COc1ccc(NC(=O)Nc2c[nH]c(=O)[nH]c2=O)cc1 | 7% | -8% | -2%
NC(=O)c1ccc(NC(=O)C2CCCC2)cc1 | 9% | -11% | 0%
CCOc1ccccc1CN1CCC(Oc2ccc(C(=O)NCc3ccccn3)cc2)CC1 | 6% | -8% | 10%
O=C(c1cccc(N2CCNC2=O)c1)N1CCCC(Nc2cccc(F)c2)C1 (configuration not stated) | 9% | -12% | -8%
O=C1/C(=C/c2ccccc2Cl)SC(=S)N1CCC(=O)N1CCCCC1CCO (configuration not stated) | -2% | -7% | -1%
COc1ccc(/C=N\NC(=O)c2cc3c(ccc4ccccc43)o2)cc1O | 31% | 3% | -8%
Cc1c(O)ccc(C(=O)CN2CCN(c3ccccc3F)CC2)c1O | -3% | -6% | 6%
O=C(Nc1cc(Cl)cc(Cl)c1)c1cccnc1 | -4% | 0% | 5%
Cc1ccc(NC(=O)c2ccc(Cn3cc(Cl)cn3)o2)c(C)c1 | 0% | -6% | 10%
Cn1c(=O)[nH]c(=O)c2c1nc(NCCO)n2CCOc1ccccc1 | 2% | -9% | 2%
O=C(NCCc1ccccc1)C(=O)NCC1OCCN1S(=O)(=O)c1cccs1 (configuration not stated) | 10% | -12% | 2%
CN(C)C1(CNCC(O)c2ccccc2)CCCCC1 (configuration not stated) | 14% | -17% | 13%
COc1ccc(C(=O)c2cn[nH]c2-c2ccc(C)cc2O)cc1 | 12% | -7% | 2%
COc1ccc(C(C(=O)NC(C)(C)C)N(Cc2ccc(F)cc2)C(=O)CCC(=O)Nc2cc(C)on2)cc1 (configuration not stated) | -8% | -3% | -2%
CCCC(C(=O)NCc1ccco1)N(CC1CCCO1)C(=O)CNS(=O)(=O)c1ccc(F)cc1 (configuration not stated) | 3% | -10% | -1%
COc1ccc(CNC(=O)C2CCN(C(=O)c3ccc(-c4ccccc4)cc3)CC2)cc1 | 7% | -4% | 2%
The results go on:
SMILES | AID2073 | LYP phosphatase | SIAH1 antagonists
COc1ccc(Cc2nc3ccc(C(=O)N4CCCC4)cc3o2)cc1OC | 5% | -4% | 8%
COc1ccc(CCNC(=O)C2CCN(C(=O)c3ccc(Cl)cc3)CC2)cc1 | 6% | -7% | -2%
CCn1cc(CN2CCC(C(=O)Nc3cccc(-c4cccc(Cl)c4)c3)CC2)c(C)n1 | 0% | -12% | 0%
Cc1ccc(NC(=O)CN2CCOCC2)cc1 | 12% | -9% | -1%
Cc1cccc(N2CCN(S(=O)(=O)c3ccc4c(c3)NC(=O)C(C)S4)CC2)c1C (configuration not stated) | 7% | -1% | 0%
COc1ccccc1CCNC(=O)C1CCC(=O)N(C2CC2)C1 (configuration not stated) | 16% | -12% | 2%
O=C(Nc1ccc2[nH]ncc2c1)C1CCC1 | -6% | -2% | 3%
CCCn1c(N)c(N(CCOC)C(=O)c2cc(C)cc(C)c2)c(=O)[nH]c1=O | 2% | -7% | -5%
COc1ccc(-n2nnc3c(=O)n(CC(=O)Nc4ccc5c(c4)OCCO5)cnc32)cc1OC | 21% | -4% | -2%
CSc1cccc(NC(=O)C2CCN(S(=O)(=O)c3ccc4c(c3)NC(=O)CO4)CC2)c1 | 9% | -7% | 2%
COc1cc(OC)c(C(=O)O/N=C(\N)c2ccccn2)cc1OC | 13% | -8% | 3%
COc1cccc(NC(=O)CSc2nnc(-c3ccco3)c(-c3ccco3)n2)c1 | -4% | -8% | 20%
CC(NC(=O)CN(c1ccc(Cl)cc1)S(C)(=O)=O)c1ccccc1 (configuration not stated) | 3% | -3% | 0%
CC(C)OCCCNC(=O)CN1CCN(Cc2ccc(Cl)cc2)C1=O | 12% | -6% | 4%
CC(C)c1ccc(S(=O)(=O)Nc2ccc(N3CCOCC3)cc2)cc1 | 5% | -7% | 6%
COc1cccc(OCc2nn3c(=O)c(-c4ccccc4)nnc3s2)c1 | 5% | -6% | -6%
Cc1cccn2c(=O)c(/C=C(\C#N)C(N)=O)c(N3CCCCCC3)nc12 | 12% | -6% | -10%
O=C(Cn1cccc1C(=O)c1ccccc1)NCCc1ccc(Cl)cc1 | 2% | -9% | 0%
O=C(O)c1cc(-c2ccc(Cl)cc2)n(-c2cccc(Cl)c2)n1 | -5% | -4% | -1%
O=C(NCc1cccnc1)c1ccccc1NS(=O)(=O)c1ccc(F)cc1 | 2% | -10% | 1%
CC(Oc1cc2oc(=O)c3c(c2cc1Cl)CCC3)C(=O)NCCCN1CCCC1=O (configuration not stated) | -6% | -5% | -2%
COc1ccc(NC(=O)COc2cccc3c2CCN(Cc2cccnc2)C3=O)cc1 | 2% | -7% | 10%
C=CCS(=O)(=O)N1CCCC(Cc2ccccc2C)(C(=O)OCC)C1 (configuration not stated) | 4% | -4% | 0%
Cc1ccc(CN2CCC(n3nccc3NC(=O)CCCc3ccccc3)CC2)o1 | -10% | -8% | 2%
CC(C)CN(C(=O)COC(=O)c1cccn1C)c1c(N)n(Cc2ccccc2)c(=O)[nH]c1=O | 11% | -10% | -3%
CCOc1ccc(N(CC(=O)NCCSCc2ccco2)S(=O)(=O)c2ccc(F)cc2)cc1 | -12% | -2% | 13%
COc1ccccc1C1(O)C(=O)Nc2ccccc21 (configuration not stated) | 7% | -5% | -6%
COCC1CCCCN1C(=O)c1ccc2nc(Cc3ccc(OC)c(OC)c3)oc2c1 (configuration not stated) | 22% | -2% | 4%
NC(=O)CC(NC(=O)c1cccc(Br)c1)c1ccc(N2CCC(Br)CC2)c([N+](=O)[O-])c1 (configuration not stated) | 4% | -5% | 1%
CCC1(c2ccccc2)NC(=O)N(CC(=O)NCc2ccncc2)C1=O (configuration not stated) | 3% | -9% | -5%
Cc1c(C(=O)NNC(=S)NCc2ccc(Cl)cc2)oc2ccccc12 | 3% | -1% | -10%
O=C(Nc1ccc(S(=O)(=O)N2CCCCC2)cc1)C1CCCCC1 | 9% | -11% | 1%
O=C(N/N=C/c1ccc(O)c2ccccc12)c1cccnc1 | 0% | -8% | -1%
Cc1ccc2c(COC(=O)c3ccc(NC(=O)CC#N)cc3)cc(=O)oc2c1C | 58% | -16% | 4%
COc1cccc(CNC(=O)Cc2ccc(NC3=NC4CS(=O)(=O)CC4S3)cc2)c1 (configuration not stated) | 3% | -15% | 0%
CCOC(=O)N1CCN(C(=O)c2ccc(CS(=O)Cc3ccc(C)cc3)o2)CC1 (configuration not stated) | 14% | -13% | -4%
CCN(CC)C(=O)Cn1cc(C(=O)C(=O)N2CCN(Cc3ccccc3)CC2)c2ccccc21 | 8% | -11% | -6%
CC(=O)Nc1ccc(NC(=O)CSc2nc3ccccc3nc2N2CCCCC2)cc1 | 1% | 0% | 16%
S=C(NCC1CCCO1)N1CCc2ccccc2C1 (configuration not stated) | -19% | -4% | 0%
COc1cc(C2C3=C(CCCC3=O)OC3=C2C(=O)CCC3)ccc1OCC(=O)Nc1ccccc1 | 6% | -2% | -1%

An excerpt of the results above, as a working copy:
SMILES | AID2073 | LYP phosphatase | SIAH1 antagonists
Cc1c(C(=O)NNC(=S)NCc2ccc(Cl)cc2)oc2ccccc12 | 3% | -1% | -10%
O=C(Nc1ccc(S(=O)(=O)N2CCCCC2)cc1)C1CCCCC1 | 9% | -11% | 1%

(further entries)
SMILES | AID2073 | LYP phosphatase | SIAH1 antagonists
CCN(CC)C(=O)CSc1nc2sc3c(c2c(=O)n1CCCOC)CCC3 | 0% | -8% | -4%
Cc1ccc(S(=O)(=O)NC2(C(F)(F)F)NC(=O)N(Cc3ccccc3)C2=O)cc1 (configuration not stated) | 23% | -3% | -1%
COc1ccc(C(C(=O)NCc2ccccc2)N(C(=O)c2snc(C(N)=O)c2N)c2ccccc2OC)cc1OC (configuration not stated) | 7% | -13% | 8%
CC(C)[C@H](NC(=O)[C@H](Cc1ccccc1)n1c(=O)[nH]c2ccccc2c1=O)C(=O)N1CCC[C@H]1C(=O)O | 7% | -4% | 0%
COc1ccccc1C(c1nnnn1C(C)C)N1CCN(C(=O)c2ccco2)CC1 (configuration not stated) | -11% | -8% | 10%
Cc1cc(=O)n2nc(N3CCCC(C(=O)NCc4ccccc4Br)C3)sc2n1 (configuration not stated) | 21% | 0% | 2%
COc1ccc(C)cc1S(=O)(=O)N(CC(=O)N1CCOCC1)c1cc(C)cc(C)c1 | 12% | -9% | 3%

Among those listed so far, eleven contain fluorine.
SMILES | AID2073 | LYP phosphatase | SIAH1 antagonists
O=C(NCc1ccccc1F)C1CCCN1S(=O)(=O)c1ccc(Cl)cc1 (configuration not stated) | 9% | -8% | 0%
Cc1ccc(/C=C2/SC(=Nc3ccc(F)cc3)NC2=O)s1 | 6% | -6% | -7%
O=C(NCCc1ccc(F)cc1)N[C@@H](Cc1ccccc1)C(=O)O | -12% | 0% | 2%
O=C(CCN1C(=O)/C(=C/c2ccccc2F)SC1=S)NCCCN1CCOCC1 | 0% | -9% | -2%
O=C(c1cccc(N2CCNC2=O)c1)N1CCCC(Nc2cccc(F)c2)C1 (configuration not stated) | 9% | -12% | -8%
Cc1c(O)ccc(C(=O)CN2CCN(c3ccccc3F)CC2)c1O | -3% | -6% | 6%
COc1ccc(C(C(=O)NC(C)(C)C)N(Cc2ccc(F)cc2)C(=O)CCC(=O)Nc2cc(C)on2)cc1 (configuration not stated) | -8% | -3% | -2%
CCCC(C(=O)NCc1ccco1)N(CC1CCCO1)C(=O)CNS(=O)(=O)c1ccc(F)cc1 (configuration not stated) | 3% | -10% | -1%
O=C(NCc1cccnc1)c1ccccc1NS(=O)(=O)c1ccc(F)cc1 | 2% | -10% | 1%
CCOc1ccc(N(CC(=O)NCCSCc2ccco2)S(=O)(=O)c2ccc(F)cc2)cc1 | -12% | -2% | 13%
Cc1ccc(S(=O)(=O)NC2(C(F)(F)F)NC(=O)N(Cc3ccccc3)C2=O)cc1 (configuration not stated) | 23% | -3% | -1%
